HSP90 refold inh = blocks HSP90-mediated luciferase refolding in reticulocyte lysate; inhibition, % at 5.6 µM; Rabbit reticulocyte lysate, luciferase refolding luminescence, 3 h; 0.91% of 290,000 active;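 active means inhibition above the screen-wide mean plus 3 SD, computed separately per campaign, cut at about 16% in these data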;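 further: 0% = DMSO wells and 100% = 60 µM geldanamycin wells; inhibitors lower the luminescence because luciferase stays unfolded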
GSK3A inh = blocks human GSK-3 alpha kinase; P49840; inhibition, % at 10 µM; 0.1% of 320,000 active; AID 2650; ADP-Glo luminescence, 60 min;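 in the data active means inhibition above about 50%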;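 further: GST-tagged GSK-3 alpha with peptide substrate and 25 µM ATP; 0% = DMSO neutral wells and 100% = GW8510 positive control wells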
Target sequence (P49840 whole entry, looked up): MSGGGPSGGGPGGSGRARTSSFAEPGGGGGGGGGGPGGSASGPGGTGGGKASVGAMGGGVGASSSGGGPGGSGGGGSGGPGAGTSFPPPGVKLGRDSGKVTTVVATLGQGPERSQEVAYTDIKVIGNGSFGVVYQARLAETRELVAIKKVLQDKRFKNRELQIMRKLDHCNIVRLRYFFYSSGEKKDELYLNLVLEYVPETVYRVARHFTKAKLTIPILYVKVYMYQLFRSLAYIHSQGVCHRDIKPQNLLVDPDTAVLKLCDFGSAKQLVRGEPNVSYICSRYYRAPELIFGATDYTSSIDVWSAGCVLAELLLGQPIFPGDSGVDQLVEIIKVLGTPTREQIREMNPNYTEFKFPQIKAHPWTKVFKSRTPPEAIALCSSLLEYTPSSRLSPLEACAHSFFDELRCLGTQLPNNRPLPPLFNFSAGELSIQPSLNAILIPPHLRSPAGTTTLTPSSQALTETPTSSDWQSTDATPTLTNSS
HSF1 activator = increases HSF-1 driven luciferase reporter signal. activation, % at 9 µM. AID 504408. 1.7% of 300,000 active. NIH3T3-HGL HSF-1 luciferase reporter, MG132, 8 h; 100% = twice DMSO control signal;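 active means mean replicate activation of at least 50% with a set share of replicates each reaching 50%; inconclusive means only one of those two conditions met; inactive means mean below 50% and too few replicates reaching it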;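 further: 0% = median of the neutral control wells and 100% = twice that signal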
GSK3B inh = human GSK3beta kinase inhibition. P49841. GST-GSK3beta kinase, ADP-Glo luminescence, 60 min; hits give low values. activity score (negative = inhibition), % at 10 µM. 0.038% of 300,000 active. AID 2097;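 active means more than half of replicate wells score below -50%, meaning over 50% inhibition versus plate controls; inconclusive means some replicates but at most half score below -50%; inactive means no replicate scores below -50%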;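 further: 0% = median DMSO wells and -100% = median GW8510 positive control wells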
Target sequence (P49841 whole entry, looked up): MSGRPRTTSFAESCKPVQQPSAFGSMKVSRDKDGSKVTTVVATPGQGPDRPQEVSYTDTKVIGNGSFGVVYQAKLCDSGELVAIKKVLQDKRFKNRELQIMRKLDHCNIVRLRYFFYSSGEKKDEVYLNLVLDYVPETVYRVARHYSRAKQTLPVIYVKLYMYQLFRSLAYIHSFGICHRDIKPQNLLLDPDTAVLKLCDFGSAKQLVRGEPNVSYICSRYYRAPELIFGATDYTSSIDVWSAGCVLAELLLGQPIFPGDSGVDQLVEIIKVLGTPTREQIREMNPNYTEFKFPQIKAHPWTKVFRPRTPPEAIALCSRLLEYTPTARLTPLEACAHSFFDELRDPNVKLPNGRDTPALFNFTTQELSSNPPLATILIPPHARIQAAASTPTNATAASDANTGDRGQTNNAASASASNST
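Test system – GST-tagged human GSK3beta kinase, cell-free · Incubation – 60 min enzyme reaction, room temperature · Signal – ADP-Glo luminescence · Also added – peptide substrate and ATP at 25 µM · Controls – DMSO neutral wells and GW8510 at 20 µM as positive · Buffer or medium – Tris/MgCl2 kinase buffer · Measure – Luminescence-derived activity versus plate DMSO and GW8510 wells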
AI-2 QS modul = modulates the Vibrio harveyi AI-2 quorum sensing system; Vibrio harveyi JMH597 AI-2 luminescence/OD600 ratio, 9 h; hits give low values; strain lacks LuxN and CqsS sensors; 0 = neutral-control median; activity change, % at 7.5 µM; 0.4% of 300,000 active; in the data active means activity change below about -75%, passing the limit was not always enough; inconclusive means no clear call, values can overlap the other calls;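 further: luminescence divided by OD600 gain over 9 h not by final OD600 alone; inactives centre near 13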
Dyrk1A ADPGlo = blocks rat Dyrk1A kinase activity; AID 504441; 0.43% of 310,000 active; ADP-Glo luminescence, NFATc1 peptide; inhibition, % at 12.5 µM; in the data active means inhibition above about 50%;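 further: plate controls were vehicle with enzyme for no effect and no enzyme for full effect; many of its hits are not listed in these tables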
Platelet DG rel = platelet dense granule release activity. human platelet-rich plasma, SFLLRN dense granule ATP release, luminescence. inhibition, %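 (compounds screened at 7.5 µM in platelet-rich plasma)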. 0.22% of 300,000 active. AID 1663;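 active means mean replicate score, as percent of positive control, at or above 50; inconclusive means mean below 50 but at least one replicate at or above 50; inactive means mean and every replicate below 50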
PolyA inhibitor = yeast polyadenylation inhibition. calls only at 12 µM. 0.02% of 300,000 active. S. cerevisiae SKY197-pL101 polyadenylation reporter, beta-gal luminescence; efflux-impaired pdr1/pdr3 knockout yeast; score 100 = 6 SD above DMSO;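 active means lowest replicate activity score at least 50, where 100 means six control SD above control mean; inconclusive means lowest score under 50 but half or more replicates reach 50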;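 further: yeast exposed to compound for 9 h at 30 °C; higher score means more reporter readthrough which indicates perturbed polyadenylation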
HSF1 inhib = HSF1 inhibition | 0.77% of 300,000 active | NIH3T3-HGL HSE-luciferase, MG132-induced, luminescence 8 h; hits give low values | activity change, negative = inhibition, % at 7.5 µM (by protocol) | AID 2098;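 active means more than half of replicate wells show activity change below -50%, luminescence cut by over half; inconclusive means some wells, but at most half, below -50%; inactive means no replicate well below -50%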;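 further: luciferase reports HSF-1 transcriptional activity via heat shock element; 0% = median of DMSO wells and -100% = zero luminescence signal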
HDAC3 inh = blocks human histone deacetylase 3 | O15379 | recombinant HDAC3, fluorogenic peptide/trypsin coupled, fluorescence | inhibition, % at 8.3 µM | 0.15% of 320,000 active; in the data active means inhibition above about 26%, passing the limit was not always enough; inconclusive means no clear call, values can overlap the other calls
An asterisk follows results filed as active.

Screening C/C(CC(=O)N(C(C)C)C(C)C)=N\NC(=O)COc1ccc(Cl)cc1Cl returned HSP90 refold inh 2, GSK3A inh 1, HSF1 activator -8, GSK3B inh -1, AI-2 QS modul 48, Dyrk1A ADPGlo -4, Platelet DG rel 4, PolyA inhibitor inactive, HSF1 inhib -4 and HDAC3 inh -1.
`NC(=O)C(Cc1ccccc1)NC(=O)C12CC3CC(CC(C3)C1)C2` (stereo not given) gave HSP90 refold inh -1, GSK3A inh 0, HSF1 activator -18, GSK3B inh -1, AI-2 QS modul -3, Dyrk1A ADPGlo 4, Platelet DG rel -2, PolyA inhibitor inactive, HSF1 inhib 0 and HDAC3 inh 2.
For COc1cccc(CNC(=O)C2(C)Oc3ccccc3NC2=O)c1 (stereo not given) the results were HSP90 refold inh 2, GSK3A inh -2, HSF1 activator -9, GSK3B inh 2, AI-2 QS modul -8, Dyrk1A ADPGlo -1, Platelet DG rel 3, PolyA inhibitor inactive, HSF1 inhib -7 and HDAC3 inh 0.
N=c1c(C(=O)NCc2ccc(F)cc2)cc2c(=O)n3ccccc3nc2n1Cc1ccco1 was read as HSP90 refold inh 2, GSK3A inh -1, HSF1 activator 14, GSK3B inh 1, AI-2 QS modul 32, Dyrk1A ADPGlo -4, Platelet DG rel -11, PolyA inhibitor inactive, HSF1 inhib 1 and HDAC3 inh -11.
Cc1cc(C)c(NC(=O)C2CCCN2CCC(C)C)c(C)c1 (stereo not given) was read as HSP90 refold inh 2, GSK3A inh -1, HSF1 activator 2, GSK3B inh 3, AI-2 QS modul 12, Dyrk1A ADPGlo -6, Platelet DG rel 5, PolyA inhibitor inactive, HSF1 inhib 7 and HDAC3 inh 4.
For COc1ccc(CN2[C@@H](CC(=O)O)c3ccccc3S2(=O)=O)cc1 the results were GSK3A inh 1, HSF1 activator -19, GSK3B inh 1, AI-2 QS modul 6, Dyrk1A ADPGlo -3, Platelet DG rel -5, PolyA inhibitor inactive, HSF1 inhib -10 and HDAC3 inh -7.
For CC(=O)Nc1ccc2oc(-c3ccccc3Br)nc2c1 the results were HSP90 refold inh 7, GSK3A inh -1, HSF1 activator inconclusive, GSK3B inh 3, AI-2 QS modul 11, Dyrk1A ADPGlo -1, Platelet DG rel 11, PolyA inhibitor inactive, HSF1 inhib 9 and HDAC3 inh -11.
Screening Cc1ccc2cccc(NC(=O)c3ccc(Br)o3)c2n1 returned HSP90 refold inh 1, GSK3A inh 2, HSF1 activator -7, GSK3B inh 1, AI-2 QS modul 6, Dyrk1A ADPGlo 5, Platelet DG rel 2, PolyA inhibitor inactive, HSF1 inhib -9 and HDAC3 inh 8.
For Cc1cc(C)nc(SCC(=O)c2ccc([N+](=O)[O-])cc2)n1 the results were HSP90 refold inh 1, GSK3A inh -3, HSF1 activator 21, GSK3B inh 3, AI-2 QS modul 31, Dyrk1A ADPGlo 2, Platelet DG rel 0, PolyA inhibitor inactive, HSF1 inhib 3 and HDAC3 inh -1.
Cc1sc(NC(=O)c2ccccc2F)c(CN2CCCCC2C)c1C (stereo not given) was read as HSP90 refold inh 2, GSK3A inh 2, HSF1 activator 36, GSK3B inh 1, AI-2 QS modul 13, Dyrk1A ADPGlo 5, Platelet DG rel -2, PolyA inhibitor inactive, HSF1 inhib 21 and HDAC3 inh 2.
NC(=S)N=Nc1c(O)n(C2OC(=O)c3ccccc32)c2ccccc12 (stereo not given) was read as HSP90 refold inh 6, GSK3A inh -2, HSF1 activator -7, GSK3B inh -2, AI-2 QS modul 17, Dyrk1A ADPGlo -9, Platelet DG rel -2, PolyA inhibitor inactive, HSF1 inhib -5 and HDAC3 inh 1.
For CC(C)(C)NC(=O)CCN(/N=C/c1ccccc1F)C1=NS(=O)(=O)c2ccccc21 the results were HSP90 refold inh 2, GSK3A inh -3, HSF1 activator -4, GSK3B inh -1, AI-2 QS modul 7, Dyrk1A ADPGlo -7, Platelet DG rel 2, PolyA inhibitor inactive, HSF1 inhib 8 and HDAC3 inh -4.
`Fc1ccc(CNc2nc3ccccc3n3nnnc23)cc1` gave HSP90 refold inh 0, GSK3A inh -1, HSF1 activator -1, GSK3B inh 1, AI-2 QS modul 19, Dyrk1A ADPGlo 2, Platelet DG rel -13, PolyA inhibitor inactive, HSF1 inhib -7 and HDAC3 inh 2.
Screening COc1ccc2nc(SCC(=O)Nc3nccs3)[nH]c2c1 returned HSP90 refold inh 4, GSK3A inh 39, HSF1 activator 22, GSK3B inh -14, AI-2 QS modul -6, Dyrk1A ADPGlo 9, Platelet DG rel -5, PolyA inhibitor inactive, HSF1 inhib 13 and HDAC3 inh -1.
For O=C(O)CSC1c2ccccc2C(=O)N1Cc1ccccc1 (stereo not given) the results were HSP90 refold inh -1, GSK3A inh -2, HSF1 activator 41, GSK3B inh -4, AI-2 QS modul 9, Dyrk1A ADPGlo 6, Platelet DG rel -1, PolyA inhibitor inactive, HSF1 inhib 1 and HDAC3 inh 2.
For Cc1noc(C)c1S(=O)(=O)N1CCN(C(c2ccccc2)c2ccc(Cl)cc2)CC1 (stereo not given) the results were HSP90 refold inh 1, HSF1 activator -10, GSK3B inh 2, AI-2 QS modul 14, Dyrk1A ADPGlo -9, Platelet DG rel 15, PolyA inhibitor inactive, HSF1 inhib -5 and HDAC3 inh 1.
Oc1ccc(CN2CCCCC2)c2cccnc12 was read as HSP90 refold inh 2, GSK3A inh -4, HSF1 activator -56, GSK3B inh 4, AI-2 QS modul 2, Dyrk1A ADPGlo -3, Platelet DG rel -8, PolyA inhibitor inactive, HSF1 inhib inconclusive and HDAC3 inh -5.
`O=C(c1cc([N+](=O)[O-])ccc1Cl)N1CCN(Cc2ccc3c(c2)OCO3)CC1` gave HSP90 refold inh 3, GSK3A inh 0, HSF1 activator -9, GSK3B inh 2, AI-2 QS modul 6, Dyrk1A ADPGlo 3, Platelet DG rel 0, PolyA inhibitor inactive, HSF1 inhib -6 and HDAC3 inh 4.
Screening CCSc1nc(N2CCOCC2)c2c(c1C#N)CC(C)(C)N(C)C2 returned HSP90 refold inh 5, GSK3A inh 5, HSF1 activator 5, GSK3B inh -1, AI-2 QS modul 20, Dyrk1A ADPGlo 23, Platelet DG rel -2, PolyA inhibitor inactive, HSF1 inhib -6 and HDAC3 inh 2.
`O=C(CNC(=O)c1cc2ccccc2o1)NCc1cccs1` gave HSP90 refold inh -2, GSK3A inh -3, GSK3B inh -1, AI-2 QS modul 8, Dyrk1A ADPGlo 9 and HDAC3 inh 1.
C=CCNC(=S)NNc1ncnc2sc3c(c12)CC(C)(C)OC3 was read as HSP90 refold inh -1, GSK3A inh 0, HSF1 activator -9, GSK3B inh 3, AI-2 QS modul 23, Dyrk1A ADPGlo 1, Platelet DG rel -4, PolyA inhibitor inactive, HSF1 inhib -9 and HDAC3 inh 3.
Screening COc1ccc(CNC(=O)CCn2nc(C)c3c(C)n(-c4ccccc4)nc3c2=O)c(OC)c1 returned HSP90 refold inh 2, GSK3A inh 0, HSF1 activator -4, GSK3B inh -5, AI-2 QS modul 1, Dyrk1A ADPGlo -7, Platelet DG rel -1, HSF1 inhib 4 and HDAC3 inh 4.
COc1ccc(NC(=O)c2c(N)no[n+]2[O-])cc1 was read as HSP90 refold inh -5, GSK3A inh 1, HSF1 activator 22, GSK3B inh 3, AI-2 QS modul 14, Platelet DG rel 11, PolyA inhibitor inactive, HSF1 inhib 12 and HDAC3 inh 1.
O=[N+]([O-])c1ccc(N2CCCCC2)s1 was read as HSP90 refold inh -3, HSF1 activator -5, GSK3B inh 0, AI-2 QS modul 2, Dyrk1A ADPGlo 4, Platelet DG rel 1, PolyA inhibitor inactive, HSF1 inhib -2 and HDAC3 inh 5.
CCCC(=O)N(CCN(Cc1ccccc1)C(=O)CCC)Cc1ccccc1 was read as HSP90 refold inh 0, GSK3A inh -1, HSF1 activator 17, GSK3B inh -2, AI-2 QS modul 16, Dyrk1A ADPGlo 5, Platelet DG rel 3, PolyA inhibitor inactive, HSF1 inhib 3 and HDAC3 inh 2.
CCCCC1C2=C(CC(C)(C)CC2=O)OC2=C1C(=O)CC(C)(C)C2 was read as HSP90 refold inh -3, GSK3A inh 0, HSF1 activator 12, GSK3B inh 0, AI-2 QS modul 21, Dyrk1A ADPGlo -2, Platelet DG rel 2, PolyA inhibitor inactive, HSF1 inhib 2 and HDAC3 inh 8.
`CO/N=C/NC(=O)c1c(OC)ccnc1Oc1ccc(Cl)cc1` gave HSP90 refold inh 0, GSK3A inh -2, HSF1 activator 28, GSK3B inh -4, AI-2 QS modul 14, Dyrk1A ADPGlo -4, Platelet DG rel 7, PolyA inhibitor inactive, HSF1 inhib -3 and HDAC3 inh 0.
`Cc1cccc(NC(=S)NCCSc2ccc(Cl)cc2)c1` gave HSP90 refold inh -6, GSK3A inh -1, HSF1 activator 36, GSK3B inh -2, AI-2 QS modul 25, Platelet DG rel -1, PolyA inhibitor inactive, HSF1 inhib 10 and HDAC3 inh 2.
For C=CC1=C(C(=O)O)N2C(=O)C(NC(=O)Cc3ccccc3)C2SC1 (stereo not given) the results were HSP90 refold inh 1, GSK3A inh -1, HSF1 activator -7, GSK3B inh 3, AI-2 QS modul 27, Dyrk1A ADPGlo 9, Platelet DG rel -2, PolyA inhibitor inactive, HSF1 inhib -2 and HDAC3 inh 3.
Screening Cc1ccc(NC(=O)c2ccnc(C(C)(C)C)c2)cc1 returned HSP90 refold inh -1, GSK3A inh -1, HSF1 activator 2, GSK3B inh 4, AI-2 QS modul 16, Dyrk1A ADPGlo 9, Platelet DG rel -4, PolyA inhibitor inactive, HSF1 inhib 7 and HDAC3 inh 5.
CCOc1ccc(-c2nc3c(s2)CCc2onc(-c4ccc(OC)cc4)c2-3)cc1 was read as GSK3A inh -4, HSF1 activator -15, GSK3B inh -4, AI-2 QS modul 8, Dyrk1A ADPGlo 1, Platelet DG rel -4, PolyA inhibitor inactive, HSF1 inhib -6 and HDAC3 inh -6.
C[C@@H]1C=C(C(=O)N2CCN(Cc3ccccc3)CC2)O[C@H](OCc2ccc(CO)cc2)C1 was read as HSP90 refold inh 7, GSK3A inh 0, HSF1 activator 0, GSK3B inh 0, AI-2 QS modul 21, Dyrk1A ADPGlo 7, Platelet DG rel 0, PolyA inhibitor inactive, HSF1 inhib -7 and HDAC3 inh 0.
Screening CC(C)c1c(C(=O)N/N=C/c2ccc(C(F)(F)F)cc2)nnn1-c1nonc1N returned HSP90 refold inh 1, GSK3A inh -2, HSF1 activator -11, GSK3B inh 0, AI-2 QS modul -3, Dyrk1A ADPGlo 0, Platelet DG rel -3, PolyA inhibitor inactive, HSF1 inhib -3 and HDAC3 inh 4.
Screening NC(=O)c1ccsc1NC(=O)C1CCCCC1 returned HSP90 refold inh -2, GSK3A inh 3, HSF1 activator -67, GSK3B inh -6, AI-2 QS modul 20, Dyrk1A ADPGlo 5, Platelet DG rel -8, PolyA inhibitor inactive, HSF1 inhib -57* and HDAC3 inh -4.

Screening data from PubChem BioAssay.

This is a subset; count on the stated rates, not on these rows.
